# High-throughput results (PubChem BioAssay)
# TDP43 rescue: qHTS of TDP-43 Inhibitors. TDP-43 expressing yeast growth rescue, BacTiter-Glo, 24 h. Potency, µM (highest dose often 46.1 µM), without a hit: at the highest dose growth rescue (activation), usual class: activators. hit rate 1.8% among 410,000; further: potency means the concentration at half of the fitted maximal effect; % of control where 0% means no effect; nearly all actives have a fitted effect of over 50% in size
#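 Luminescence from BacTiter-Glo reports growth of TDP-43-expressing yeast after 24 hr at 30 deg C with compound. Cells were raffinose-pregrown to mid-log, then seeded in galactose medium at OD600=0.02.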
# EPAC2 ag: qHTS for Agonist of cAMP-regulated guanine nucleotide exchange factor 4 (EPAC2): primary screen; hit rate 0.079% among 360,000; EPAC2 activation, biochemical qHTS; response scale: 100% = 6.5 mM cAMP response; Potency, µM (highest dose often 154 µM), for inactives: top-dose activation, actives largely listed as activators; Rap guanine nucleotide exchange factor 4 (Homo sapiens), Q8WZA2; further: potency means the concentration at half of the fitted maximal effect; nearly all actives have a fitted effect of over 50% in size
#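 Exchange assay: 100 nM EPAC2 with 250 nM Rap1B-BODIPY-GDP and 50 uM GDP. Fluorescence (ex 480/em 540 nm) read every 5 min for 30 min at room temperature. Data normalized to 6.5 mM cAMP as agonist control.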
# Abeta rescue: qHTS for compounds that reverse cellular toxicity of Amyloid beta (A-beta) peptide in yeast: Primary Screen; yeast expressing A-beta42, growth rescue, OD600, 48 h; response scale: 0% DMSO, 100% iron-clioquinol control; Potency, µM (doses to about 46.1 µM), without a hit: at the highest dose growth rescue, hits mostly activators; hit rate 0.063% among 410,000; further: potency means the concentration at half of the fitted maximal effect; nearly all actives have a fitted effect of over 55% in size
#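 Growth rescue measured by 600 nm absorbance after 48 h yeast culture at 30 C with compound. Values normalized between DMSO and an equimolar ferric chloride plus clioquinol control.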
# D3 antag: qHTS of D3 Dopamine Receptor Antagonist: qHTS; hit rate 2.5% among 360,000; max response, negative = inhibition, %; D3R cells, DiscoveRx beta-arrestin luminescence, antagonist mode; hits give low values; D(3) dopamine receptor (Homo sapiens), P35462; AID 652054, 2013; in the data active means max response below about -50%; inconclusive means no clear call, values can overlap the other calls; further: on the % scale 0 is the no-effect control and ±100 the full control effect; mostly tested at two doses, the higher about 12 µM
# Target sequence (P35462 whole entry, looked up): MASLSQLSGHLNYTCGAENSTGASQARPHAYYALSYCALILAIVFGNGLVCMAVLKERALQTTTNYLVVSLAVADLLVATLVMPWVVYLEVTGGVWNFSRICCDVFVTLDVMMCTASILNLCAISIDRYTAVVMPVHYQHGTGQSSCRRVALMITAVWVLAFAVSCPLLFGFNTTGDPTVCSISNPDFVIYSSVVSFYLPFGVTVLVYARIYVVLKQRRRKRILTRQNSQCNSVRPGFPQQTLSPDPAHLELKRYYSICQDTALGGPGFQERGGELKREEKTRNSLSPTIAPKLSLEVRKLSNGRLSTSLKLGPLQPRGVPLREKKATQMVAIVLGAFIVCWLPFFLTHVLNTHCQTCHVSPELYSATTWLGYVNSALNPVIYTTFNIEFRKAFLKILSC
#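 Cells expressing the human receptor were seeded at 1500 cells/well, incubated overnight at 37 degrees C in 5% CO2, then exposed to library compounds with dopamine controls for 90 minutes at 37 degrees C before luminescent detection.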
# FUS yeast rescue: qHTS for Suppressors of FUS Proteinopathy: Primary screen using FUS-linked yeast assay; Potency, µM (highest dose often 76.6 µM), inactives show at the top dose growth rescue (activation), hits mostly activators; hit rate 0.24% among 390,000; S. cerevisiae FUS-expressing, growth rescue, OD600, 24 h; AID 1347120, 2019;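 further: potency means the concentration at half of the fitted maximal effect; plate controls were DMSO vehicle for no effect and reference control for full effect; nearly all actives have a fitted effect of over 55% in size; some results filed as inactive show a strong effect at the top dose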
#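 Absorbance at 600 nm, taken 24hr after compound addition, measured rescue of FUS-yeast growth at 30C. Induction used 2% galactose with seeding at OD 0.005. Controls: CP55940 from 92uM final, DMSO only.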
# aSyn rescue: qHTS of alpha-syn Inhibitors | Yeast expressing alpha-synuclein, growth rescue, BacTiter-Glo, 24 h | Potency, µM (titrated, usually from 46.1 µM), without a hit: at the highest dose growth rescue (activation), actives largely listed as activators | hit rate 0.14% among 370,000; further: potency means the concentration at half of the fitted maximal effect; % of control where 0% means no effect; nearly all actives have a fitted effect of over 65% in size
#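 Galactose-induced alpha-syn yeast (OD600=0.02, raffinose-pregrown) + pinned cpd, 24 hr, 30 deg C; growth by BacTiter-Glo luminescence. Growth restoration scores as activation.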
# EPAC2 antag: qHTS for Antagonist of cAMP-regulated guanine nucleotide exchange factor 2 (EPAC2): primary screen | Rap guanine nucleotide exchange factor 4 (Homo sapiens), Q8WZA2 | EPAC2 GEF exchange of Rap1B-BODIPY-GDP, fluorescence | Potency, µM (series often up to 114 µM), for the others: top-dose activity, negative = inhibition, hits mostly inhibitors | hit rate 0.18% among 360,000 | AID 720708, 2013; further: potency means the concentration at half of the fitted maximal effect; on the % scale 0 is the no-effect control and ±100 the full control effect; nearly all actives have a fitted effect of over 45% in size; many of its hits are not listed in these tables
# D3 ag: qHTS of D3 Dopamine Receptor Agonist: qHTS; D(3) dopamine receptor (Homo sapiens), P35462; D3R DiscoveRx beta-arrestin cells, luminescence, 90 min; max activation, %; hit rate 0.58% among 410,000; in the data active means max activation above about 30%; further: 0% is about no effect; mostly tested at two doses, the higher about 12 µM
#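 Cells at 1500/well, incubated overnight, then treated with pinned compounds (dopamine as control) for 90 min at 37 degrees C. DiscoveRx reagent added for 30 - 60 minutes at room temperature; luminescence read.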
# * = called active by the depositor; ? = inconclusive; / = not tested or not shown; & = joins results of further samples; [ ] = dose if it differs, or a comment. Unless noted, the call rests on the fitted dose curve; in most records, active means well fitted curve in the direction sought with a large enough effect; inconclusive means small, poorly fitted or top-dose-only effect, or another doubt; inactive means no such curve, though single readings can be large; an effect the other way counts as inactive or inconclusive. This is a subset (hit frequency here may not be typical).
SMILES,TDP43 rescue,EPAC2 ag,Abeta rescue,D3 antag,FUS yeast rescue,aSyn rescue,EPAC2 antag,D3 ag
CC1CCN(c2cc3c(cc2F)c(=O)c(S(=O)(=O)c2ccc(Cl)cc2)cn3C)CC1,20%,/,2%,/,-32%,/,/,-5
NNC(=O)CC12CC3CC(C1)CC(n1ncnn1)(C3)C2,-8%,1%,-24%,-2,/,-6%,18%,-9
Cc1ccccc1-c1nc(CN2CCC(C(=O)NC(C)C)CC2)c(C)o1,1%,/,-8%,/,-1%,/,/,-6
Nc1nc(SCCO)[nH]c(=O)c1NC(=O)c1ccccc1F,-15%,11%,-15%,2,-12%,-3%,1%,6
CN(C)c1ncnc2c1ncn2[C@H]1CN(CCN2CCOCC2)C[C@@H](CO)O1,15%,3%,-9%,11,-10%,1%,1%,-6
Cc1ccn2cc(-c3ccc4c(c3)NC(=O)CO4)nc2c1,4%,4%,10%,-9,-16%,-3%,1%,-2
CCCn1c(N)c(N(CCOC)C(=O)c2cc(S(=O)(=O)N3CCCCCC3)ccc2OC)c(=O)[nH]c1=O,-23%,1%,9%,9,8%,-1%,12%,2
CCN(CC)N=Nc1ccc(S(=O)(=O)Nc2nc(C)cc(C)n2)cc1,-7%&-14%,3%&14%,-33%&-25%,9&-9,4%&-13%,-15%&-12%,-3%&12%,7&11
CCCOc1ccc(C(=O)Nc2ccc3oc(-c4ccc5ccccc5c4)nc3c2)cc1,?,/,-4%,/,10%,/,/,6
COc1ccc(N2C(=O)c3ccccc3NC23CCC(C)CC3)cc1 (stereo unspecified),-11%,-14%,-14%,-17,17%,-4%,-3%,2
CCOc1ccc(N(CC(=O)NC(C)(C)C)C(=O)CCC(=O)Nc2nccs2)cc1,-38%[inhibitor],7%,-20%,8,12%,9%,11%,-3
CCOC(=O)C1=NNC2(c3ccc(Cl)cc3)C(=O)N(c3ccc(C)cc3)C(=O)C12 (stereo unspecified),0%,0%,10%,-5,/,-6%,-8%,-5
CCCCCCCCCCCCN1[C@@H](CC(C)=O)c2cc(C(F)(F)F)ccc2S1(=O)=O,14%,2%,2%,0,21%,0%,-10%,4
Cc1nc(SCc2ccccc2Cl)c(C#N)c(C)c1C,-7%,/,-8%,/,9%,/,/,0
CC(C)CNC(=O)C1Nc2ccccc2C2C=CCC12 (stereo unspecified),5%,1%,-10%,-1,22%,0%,5%,-10
CCOC(=O)c1c(-c2cccc3ccccc23)csc1NC(=O)C1C2CCC(O2)C1C(=O)O (stereo unspecified),5%,9%,-12%,1,13%,-9%,7%,2
CC(NC(=O)CNC(=S)N(Cc1ccccc1)Cc1cccnc1)c1ccccc1 (stereo unspecified),-5%,4%,24%,-8,26%,8%,-1%,-3
CC(=O)Nc1cccc(C(=O)OCC(=O)c2ccc3c(c2)OCO3)c1,14%,11%,20%,-16,8%,-1%,-6%,-8
COc1cc(CC(=O)N(C)CC(=O)Nc2cc(C)ccc2C)cc(OC)c1OC,2%,-5%,-9%,6,5%,-5%,2%,-9
CCOC(=O)c1sc(NC(=O)CN2C(=O)NC3(CC(C)CC(C)(C)C3)C2=O)c(C(=O)OCC)c1C (stereo unspecified),21%,-16%,15%,-5,3%,0%,5%,0

# Looked up by compound from the entries so far, 3 records:
SMILES,TDP43 rescue,EPAC2 ag,Abeta rescue,D3 antag,FUS yeast rescue,aSyn rescue,EPAC2 antag,D3 ag
COc1cc(CC(=O)N(C)CC(=O)Nc2cc(C)ccc2C)cc(OC)c1OC,2%,-5%,-9%,6,5%,-5%,2%,-9
Cc1nc(SCc2ccccc2Cl)c(C#N)c(C)c1C,-7%,/,-8%,/,9%,/,/,0
Cc1ccccc1-c1nc(CN2CCC(C(=O)NC(C)C)CC2)c(C)o1,1%,/,-8%,/,-1%,/,/,-6

# (more compounds)
SMILES,TDP43 rescue,EPAC2 ag,Abeta rescue,D3 antag,FUS yeast rescue,aSyn rescue,EPAC2 antag,D3 ag
Cc1cnc(NC(=O)CCCc2nc3ccccc3s2)s1,28%,6%,-2%[9.22 µM],-18,-36%,-7%,18%,-2
O=S(=O)(c1ccccc1)N1CCN(Cc2cccc(Br)c2)CC1,10%,14%,-14%,?,-18%,-1%,-1%,-38
COc1cccc(-c2ncc3ccccc3c2COC(=O)CCC(=O)O)c1,15%,2%,-5%,1,-15%,-9%,9%,12
CC(C)c1ccc(NC(=O)c2cc(Br)ccc2Br)cc1,10%,15%,6%,-6,-30%,-9%,-3%,1
COc1ccccc1CNc1ncnc2c1nc1n2CCCC1,21%,/,19%,/,0%,/,/,-3
COc1ccc(C(=O)n2cnc3ccccc32)cc1[N+](=O)[O-],6%,0%,-9%,0,13%,12%,-10%,12
COc1ccc2cc3[n+](cc2c1OC)CCc1cc2c(cc1-3)OCO2,12%&-3%,5%&0%,-17%&-8%,0&-28,-22%&-13%,4%&7%,-17%&-12%,-11&-16&-9
O=C(CCC(=O)N1CCN(c2ccc(C(F)(F)F)cn2)CC1)c1cccs1,28%,4%,-6%,3,8%,1%,2%,8
COc1cc(-c2cc(-c3ccc(F)cc3)nc(N)c2C#N)ccc1O,-8%,13%,-10%,3,1%,-6%,1%,3
CCN(C(=O)CSc1nc(N)cc(=O)[nH]1)c1c(N)n(Cc2ccccc2)c(=O)[nH]c1=O,16%,3%,1%,21,9%,4%,13%,0
COc1ccc(/C=C/C(=O)C2CC2)cc1Cn1nc(C)c([N+](=O)[O-])c1C,19%,8%,-3%,2,0%,9%,1%,1
NS(=O)(=O)c1ccc(NC(=O)c2ccc(COc3ccccc3)o2)cc1,26%[9.22 µM],9%,0%,6,9%,-9%,6%,1
CCN(Cc1ccccc1)Cc1nnnn1Cc1ccccc1,0%,9%,14%,-3,12%,0%,?,1
CC1CCCCN1CCNC(=O)C1CCN(S(=O)(=O)c2cccc3cccnc23)CC1 (stereo unspecified),-8%,-2%,0%,20,25%,4%,-1%,-5
CCOC(=O)C1=C(C)NC(=O)C(C#N)C1c1ccco1 (stereo unspecified),-7%,8%,7%,-8,10%,-1%,2%,2
O=C(CCC(=O)Nc1ccc(F)cc1)N/N=C/c1cccnc1,-4%,7%,?,8,9%,-2%,1%,4
COc1cc(NS(=O)(=O)c2ccc(NC(=O)/C(=C/c3ccccc3Cl)NC(=O)c3ccccc3)cc2)nc(OC)n1,-9%,-9%,-6%,17,/,0%,-2%,-6
CC1=CC(=O)C=CC1(C)C(Cl)(Cl)Cl (stereo unspecified),4%,-8%,3%[9.22 µM],58,-55%[inhibitor],-10%,7%,5
Cc1ccc(S(=O)(=O)N(C)C)cc1NC(=O)COC(=O)c1ccc2c(c1)NC(=O)CS2,-30%[inhibitor],3%,-8%,6,38%,-2%,1%,0
CCN(CC)CCC(c1ccc(N(C)C)cc1)c1c(O)cc(OC)cc1OC (stereo unspecified),14%,12%,-4%,-20,-13%,-1%,-2%,-4
COc1ccc([C@H]2CC(=O)C=C(c3cccc(NC(C)=O)c3)C2)cc1,8%,1%,13%,4,28%,10%,4%,-2
O=C(CN1C(=O)c2ccccc2S1(=O)=O)N1CCN(c2ccccc2F)CC1,11%,-11%,6%,-5,1%,7%,6%,0
O=c1cc(NCc2ccccc2)nc2n1CCCS2,12%,1%,6%,38,6%,-7%,-2%,4
COc1ccc2cnnc(SCC(=O)Nc3ccccc3)c2c1OC,5%,5%,5%,-3,/,-4%,-3%,-4
O=C(c1ccc(Cn2cc([N+](=O)[O-])cn2)o1)N1CCCC1,5%,5%,12%,12,-14%,7%,0%,16
CC(=O)N1c2ccc(S(=O)(=O)NCC3CCC(C(=O)NCc4ccc(C)cc4)CC3)cc2CC1C (stereo unspecified),4%,-2%,/,3,17%,-2%,86%[activator],-11
CC(=O)NCCn1c(SCC(=O)c2ccccc2)nc2ccccc2c1=O,-24%,7%,17%,11,26%,-5%,-5%,-3
O=C(c1cc2cc(F)ccc2[nH]1)N1CCN(Cc2ccc3c(c2)OCO3)CC1,6%,0%,-3%,-86*,7%,6%,-7%,-13
CCC(CC)C(=O)Nc1nnc(SCc2cc(=O)c3ccccc3[nH]2)s1,7%,/,-7%,/,-17%,/,/,2
O=C(COC(=O)c1ccc(O)cc1O)Nc1nnc(-c2ccccc2)o1,26%,3%,8%,-6,8%,4%,4%,1
CSc1ccccc1C(=O)C1CCCN(Cc2cnn(-c3ccccc3)c2)C1 (stereo unspecified),-9%,6%,-14%,-76*,17%,-3%,-2%,-17
COc1cccc(CNC(=O)c2cc(C)nc3ccccc23)c1,16%,-2%,-11%,-21,-23%,0%,-5%,10
Cc1ccc(S(=O)(=O)NC2CCCC2)cc1C(N)=O,-2%,-2%,11%,16,10%,3%,6%,12
Cc1ccc(OCC(=O)Nc2ccc(N3CCN(S(C)(=O)=O)CC3)cc2)cc1,-9%,8%,-18%,-28,12%,-11%,-11%,-8
O=C(Nc1c(C(=O)c2ccc(F)cc2)oc2ccccc12)c1cc(-c2ccccc2)on1,-6%,/,-21%,/,18%,/,/,-5
COc1ccc(NC(=O)Nc2cccc(C(=O)N3CCOCC3)c2)cc1OC,0%,12%,27%,35,-4%,0%,-5%,1
CC(C)NC(=S)N1CCn2c(nc3ccccc32)C1,13%,0%,0%,23,13%,-1%,5%,-11
Cc1cc(=O)n2[nH]nnc2n1,-2%,-6%,-5%,21,-26%,1%,6%,-13
CCC1COCCS(=O)(=O)N1Cc1ccc(C)cc1 (stereo unspecified),?,3%,10%,-23,-12%,0%,-21%,-20
CCOc1ccc(-c2nnc(SCC(=O)c3ccc(F)cc3)n2-c2ccccc2)cc1,5%,/,-44%[inhibitor],/,0%,/,/,4
O=C([C@@H]1CCCN1C(=O)c1cccs1)N1CCN(S(=O)(=O)c2ccccc2F)CC1,-1%,8%,-20%,6,-12%,2%,2%,-1
CCc1ccc(C)[n+](CC(=O)c2cccs2)c1,-41%[inhibitor],-3%,-18%,-20,-9%,-15%,13%,10
